# Assay outcomes (PubChem)
# TexasRed fluor: Total Fluorescence Counterscreen for Inhibitors of the Interaction of Thyroid Hormone Receptor and Steroid Receptor Coregulator 2 | TRb/SRC2 Texas Red total fluorescence interference | Potency, µM (highest dose often 106 µM), inactives show at the highest dose fluorescence change, negative = quenching | 280,000 compounds, 0.29% hits; active = well fitted curve in either direction with a large enough effect
#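 Human TRβ ligand-binding domain (0.6 uM) and Texas Red SRC2 peptide (20 nM) in Tris buffer with 1 uM T3 and 5% DMSO were incubated with pinned compound for 5 hr at ambient temperature. Total fluorescence was computed as S + 2P (555/632 nm).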
# GLA spleen mod: qHTS Assay for Inhibitors and Activators of Human alpha-Galactosidase From Spleen Homogenate. AID 2107, 2009. Alpha-galactosidase A (Homo sapiens), P06280. 240,000 compounds, 0.008% hits. Potency, µM (doses to about 80 µM), inactives show top-dose activity change, negative = inhibition, most hits filed as inhibitors. human spleen homogenate, 4MU-alpha-Gal fluorescence, 40 min;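 note: 0% = enzyme with vehicle and -100% = no enzyme basal signal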
# Target sequence (P06280 32-429 limits assumed): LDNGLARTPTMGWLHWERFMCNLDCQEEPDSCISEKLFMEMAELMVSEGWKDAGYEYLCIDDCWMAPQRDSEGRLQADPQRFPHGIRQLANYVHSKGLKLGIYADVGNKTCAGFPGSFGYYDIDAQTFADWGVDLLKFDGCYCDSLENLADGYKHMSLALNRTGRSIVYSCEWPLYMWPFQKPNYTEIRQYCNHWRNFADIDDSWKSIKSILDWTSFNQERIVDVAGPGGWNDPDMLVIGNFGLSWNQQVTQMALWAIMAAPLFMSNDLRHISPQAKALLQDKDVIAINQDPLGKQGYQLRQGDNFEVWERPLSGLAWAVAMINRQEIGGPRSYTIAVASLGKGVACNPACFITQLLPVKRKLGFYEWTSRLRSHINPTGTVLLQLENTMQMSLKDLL
#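 Human spleen homogenate (1 ug) was the enzyme source, with 4-methylumbelliferyl-alpha-D-galactopyranoside (1 mM final) in pH 5.0 citrate buffer with 0.01% Tween-20. Compounds were titrated; after 40 min at 37C, NaOH/glycine stop, 4-MU fluorescence read; AC50 from Hill fits.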
# TRb SRC2 PPI: qHTS for Inhibitors of the Interaction of Thyroid Hormone Receptor and Steroid Receptor Coregulator 2. AID 1469, 2008. TRbeta-SRC2 peptide binding, fluorescence polarization; receptor liganded with 1 µM T3. 280,000 compounds, 0.065% hits. Potency, µM (series often up to 106 µM), for inactives: top-dose activity change, negative = inhibition, hits mostly inhibitors. Thyroid hormone receptor beta (Homo sapiens), P10828;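 note: plate controls were bound peptide for no effect and peptide without receptor for full effect; nearly all actives have a fitted effect of over 50% in size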
# Target sequence (P10828 whole entry, looked up): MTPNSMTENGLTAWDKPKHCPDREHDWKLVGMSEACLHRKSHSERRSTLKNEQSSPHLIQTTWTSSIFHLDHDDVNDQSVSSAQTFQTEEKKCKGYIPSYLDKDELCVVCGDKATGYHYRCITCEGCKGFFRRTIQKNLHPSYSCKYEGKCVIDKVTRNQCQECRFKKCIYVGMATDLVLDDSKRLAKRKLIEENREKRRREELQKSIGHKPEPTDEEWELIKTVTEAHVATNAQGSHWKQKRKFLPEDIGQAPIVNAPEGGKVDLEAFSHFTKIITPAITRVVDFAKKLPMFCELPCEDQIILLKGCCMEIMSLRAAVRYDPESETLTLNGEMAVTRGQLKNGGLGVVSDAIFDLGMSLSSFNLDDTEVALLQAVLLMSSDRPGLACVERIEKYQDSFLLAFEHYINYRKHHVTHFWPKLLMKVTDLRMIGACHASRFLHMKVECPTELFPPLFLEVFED
#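 Binding of a 20-amino-acid Texas Red SRC2 peptide (20 nM) to TRb ligand-binding domain (0.6 uM) with agonist T3 at 1 uM was followed by fluorescence polarization after a 5 hr room-temperature incubation.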
# The depositor's hits bear a star; & = joins results of further samples. Unless noted, calls come from the whole dose curve; as a rule, active = well fitted inhibition curve with a large enough effect; inconclusive = small, poorly fitted or top-dose-only effect, or effect the other way; inactive = flat fitted curve, though single readings scatter. Unless noted, % is set by controls: 0 for no effect and ±100 for the full control effect; potency is the fitted concentration of half-maximal effect. Only part of the results is shown, so the mix of outcomes need not match the whole.
SMILES,TexasRed fluor,GLA spleen mod,TRb SRC2 PPI
CCSC[C@H](NC(=O)[C@H](C)NC(=O)[C@@H](N)Cc1ccc(O)cc1)C(=O)N[C@@H](CC(=O)O)C(=O)N[C@H](C(=O)N[C@@H](C)C(=O)N[C@H](C(=O)N[C@@H](CSCC)C(=O)N[C@H](C(=O)N[C@H](C(=O)N[C@@H](Cc1cnc[nH]1)C(=O)N[C@@H](CCCNC(=N)N)C(=O)N[C@@H](CC(C)C)C(=O)N[C@@H](C)C(=O)NCC(=O)N[C@@H](CC(C)C)C(=O)N[C@@H](CC(C)C)C(=O)N[C@@H](CO)C(=O)N[C@@H](CCCNC(=N)N)C(=O)N[C@@H](CO)C(=O)NCC(=O)NCC(=O)N[C@H](C(=O)N[C@H](C(=O)N[C@@H](CCCCN)C(=O)N[C@@H](CC(N)=O)C(=O)N[C@@H](CC(N)=O)C(=O)N[C@@H](Cc1ccccc1)C(=O)N[C@H](C(=O)N1CCC[C@H]1C(=O)N[C@H](C(=O)N[C@@H](CC(N)=O)C(=O)N[C@H](C(=O)NCC(=O)N[C@@H](CO)C(=O)N[C@@H](CCCCN)C(=O)N[C@@H](C)C(=O)N[C@@H](Cc1ccccc1)C(N)=O)C(C)C)[C@@H](C)O)C(C)C)C(C)C)C(C)C)[C@@H](C)O)C(C)C)[C@@H](C)O)[C@@H](C)O,1%,-18%,-7%
COc1ccc(SCC(Cc2ccccc2)N2CCN(C)CCC2=O)cc1 (centres undefined),-3%,11%,-4%
CCCCN1CCC2C=CCC(C(=O)O)C2C1=O (centres undefined),-4%,4%,-1%
CC[C@H](C)[C@H](NC(=O)[C@H](Cc1cnc[nH]1)NC(=O)[C@@H](NC(=O)[C@H](CCCNC(=N)N)NC(=O)[C@H](CCCCN)NC(=O)[C@H](CCCNC(=N)N)NC(=O)[C@H](CCCCN)NC(=O)[C@@H](N)CC(N)=O)[C@@H](C)CC)C(=O)NCC(=O)N1CCC[C@H]1C(=O)NCC(=O)N[C@@H](CCCNC(=N)N)C(=O)N[C@@H](C)C(=O)N[C@@H](Cc1ccccc1)C(=O)N[C@@H](Cc1ccc(O)cc1)C(=O)N[C@H](C(=O)N[C@H](C(=O)N[C@@H](CCCCN)C(=O)N[C@@H](CC(N)=O)C(=O)N[C@H](C(=O)N[C@H](C(=O)NCC(=O)N[C@H](C(=O)N[C@H](C(=O)N[C@@H](CS)C(=O)O)[C@@H](C)CC)[C@@H](C)O)[C@@H](C)CC)[C@@H](C)CC)[C@@H](C)O)[C@@H](C)O,1%,-5%,2%
CC[C@H](C)[C@H](NC(=O)CNC(=O)[C@H](C)NC(=O)[C@H](C)N)C(=O)NCC(=O)N[C@H](C(=O)N[C@@H](CC(C)C)C(=O)N[C@H](C(=O)N[C@H](C(=O)O)C(C)C)[C@@H](C)O)[C@@H](C)CC,-1%,-3%,-1%
COP1(=O)CC(O)C(O)C(COCc2ccccc2)O1 (centres undefined),-1%,8%,2%
COc1cc(-c2oc3cc(O)cc(O)c3c(=O)c2O[C@@H]2O[C@H](CO)[C@@H](O)[C@H](O)[C@H]2O)cc(OC)c1O,-12%,-9%,13%
CCC(Nc1ncnc2ccc(-c3c(C)noc3C)cc12)c1ccccc1 (centres undefined),-2%,16%,9%
CC(C)=CC(=O)Oc1ccc(C(=O)N(C)c2ccccc2I)cc1,0%,6%,5%
CC(C)[C@@H]1NC(=O)[C@@H](Cc2ccccc2)NC(=O)[C@H](CC(=O)O)NC(=O)CNC(=O)[C@H](CCCN=C(N)N)NC1=O,3%,-1%,-1%
Cc1cn(C2CC3OCC(NC(=O)C(NC(=O)OC(C)(C)C)C(C)OCc4ccccc4)C3O2)c(=O)[nH]c1=O (centres undefined),0%,0%,0%
O=S(=O)(Nc1cccc2cccnc12)c1ccc(Br)cc1,-1%,3%,-3%
COC(=O)C1=C[C@@H](C(=O)OC)[C@@H]2C3=C(C(=O)[C@]2(C)NC(=O)c2ccccc2)[C@H](C)[C@@H]2C(=O)NC(=O)[C@@H]2[C@@H]3C1,0%,16%,-5%
O=C(/C=C/c1ccc(O)c(O)c1)c1ccc(O)cc1O,-11%,0%,6%
O=C(Nc1cccnc1)C1CCC(CNS(=O)(=O)c2cccc3nsnc23)CC1 (centres undefined),0%,-2%,-3%
O=C(O)c1ccc(S(=O)(=O)N[C@H](Cc2ccccc2)C(=O)O)cc1,-2%,12%,-7%
O=C(NCc1ccccc1)C1(C(F)(F)F)C/C(=C\Cc2ccccc2)CCCO1 (centres undefined),-1%,0%,1%
CC(C)[C@H](NC(=O)[C@H](CCCCN)NC(=O)[C@@H](NC(=O)[C@@H]1CCCN1C(=O)[C@H](CCCN=C(N)N)NC(=O)[C@H](CCCN=C(N)N)NC(=O)[C@H](CCCCN)NC(=O)[C@H](CCCCN)NC(=O)CNC(=O)[C@@H](NC(=O)[C@@H]1CCCN1C(=O)[C@@H](N)CCCCN)C(C)C)C(C)C)C(=O)N[C@@H](Cc1ccc(O)cc1)C(=O)N1CCC[C@H]1C(=O)O,-3%,5%,-1%
CSCC[C@H](NC(=O)[C@H](CO)NC(=O)[C@H](Cc1ccc(O)cc1)NC(=O)[C@@H](N)CO)C(=O)N[C@@H](CCC(=O)O)C(=O)N[C@@H](Cc1cnc[nH]1)C(=O)N[C@@H](Cc1ccccc1)C(=O)N[C@@H](CCCNC(=N)N)C(=O)N[C@@H](Cc1c[nH]c2ccccc12)C(=O)NCC(=O)N[C@@H](CCCCN)C(=O)N1CCC[C@H]1C(=O)N[C@H](C(=O)NCC(=O)N[C@@H](CCCCN)C(=O)N[C@@H](CCCCN)C(=O)N[C@@H](CCCNC(=N)N)C(=O)N[C@@H](CCCNC(=N)N)C(=O)N1CCC[C@H]1C(=O)N[C@H](C(=O)N[C@@H](CCCCN)C(=O)N[C@H](C(=O)N[C@@H](Cc1ccc(O)cc1)C(=O)N1CCC[C@H]1C(=O)N[C@@H](CC(N)=O)C(=O)NCC(=O)N[C@@H](C)C(=O)N[C@@H](CCC(=O)O)C(=O)N[C@@H](CC(=O)O)C(=O)N[C@@H](CCC(=O)O)C(=O)N[C@@H](CO)C(=O)N[C@@H](C)C(=O)N[C@@H](CCC(=O)O)C(=O)N[C@@H](C)C(=O)N[C@@H](Cc1ccccc1)C(=O)N1CCC[C@H]1C(=O)N[C@@H](CC(C)C)C(=O)N[C@@H](CCC(=O)O)C(=O)N[C@@H](Cc1ccccc1)C(=O)O)C(C)C)C(C)C)C(C)C,-38%,-6%,-3%
CC(=O)c1ccc(N2CCOCC2)cc1O,0%,-3%,-4%
O=C(NCCN1CCOCC1)C1(C(F)(F)F)C/C(=C/CCO)CCCO1 (centres undefined),-1%,8%,6%
CCCC1OC2CC3C4CCC5=CC(=O)C=CC5(C)C4C(O)CC3(C)C2(C(=O)CO)O1 (centres undefined),-18%,8%,5%
CSCC[C@H](NC(=O)CN)C(=O)N[C@@H](CC(=O)O)C(=O)N[C@@H](CO)C(=O)N[C@@H](CC(C)C)C(=O)N[C@@H](C)C(=O)N[C@@H](Cc1ccccc1)C(=O)N[C@@H](CO)C(=O)NCC(=O)NCC(=O)N[C@@H](CC(C)C)C(N)=O,-2%,9%,2%
CC[C@H](C)[C@H](NC(=O)[C@H](C)NC(=O)[C@H](Cc1cnc[nH]1)NC(=O)[C@@H]1CCCN1C(=O)CNC(=O)[C@H](CC(C)C)NC(=O)[C@H](CC(C)C)NC(=O)[C@H](Cc1ccc(O)cc1)NC(=O)CNC(=O)[C@H](C)NC(=O)[C@H](CO)NC(=O)[C@H](CC(N)=O)NC(=O)[C@H](CC(C)C)NC(=O)[C@@H](NC(=O)[C@H](Cc1c[nH]c2ccccc12)NC(=O)CN)[C@@H](C)O)C(=O)N[C@@H](CC(=O)O)C(=O)N[C@@H](CC(N)=O)C(=O)N[C@@H](Cc1cnc[nH]1)C(=O)N[C@@H](CCCNC(=N)N)C(=O)N[C@@H](CO)C(=O)N[C@@H](Cc1ccccc1)C(=O)N[C@@H](CO)C(=O)N[C@@H](CC(=O)O)C(=O)N[C@@H](CCCCN)C(=O)N[C@@H](Cc1cnc[nH]1)C(=O)NCC(=O)N[C@@H](CC(C)C)C(=O)N[C@H](C(N)=O)[C@@H](C)O,1%,-1%,-1%
C[C@@H]1CCC[C@]2(C)CCCC[C@@]12O,3%,1%,0%
COc1ccc(C2CC(c3ccccc3)Oc3cc(OC)ccc32)cc1 (centres undefined),-1%&-2%,3%&8%,0%&-4%
CC(CC(C)(C)C)CP(=O)(O)CC(C)CC(C)(C)C (centres undefined),1%,6%,-9%
COc1ccc(-n2c(-c3cc(-c4ccccc4)sc3N)n[nH]c2=S)cc1,-1%,-8%,5%
COC(=O)[C@@H]1CCCN1C(=O)[C@@H](NC(=O)OC(C)(C)C)C(C)C,-1%,0%,4%
C=CCc1cccc2cc(C(=O)NNC(=O)CC#N)c(=O)oc12,-4%,4%,-2%
COc1ccc(C(CCN2CCCC(C)C2)c2c(O)cc(OC)cc2OC)cc1 (centres undefined),-1%,-18%,4%
C=COC(=O)/C=C/C,0%,-1%,-10%
CCCCCC(=O)c1c(O)cc(OC)c(Cl)c1O,-3%,5%,2%
C[C@@H]1OC(Oc2ccccc2-c2cc(=O)c3c(O)cc(O)c([C@@H]4O[C@H](CO)[C@@H](O)[C@H](O)[C@H]4O)c3o2)[C@H](O)[C@H](O)[C@H]1O (some centres undefined),-2%,-9%,6%
COc1cc(OC)cc(C2=Nn3c(nnc3-c3cccc(OC)c3)SC2)c1,-3%,3%,-7%
CC[C@H](C)[C@H](NC(=O)[C@H](Cc1ccc(O)cc1)NC(=O)[C@@H]1CCCN1C(=O)[C@@H](N)CCCN=C(N)N)C(=O)N[C@@H](CC(C)C)C(=O)O,-7%,-16%,-2%
CC(C)C[C@H](NC(=O)[C@H](CC(C)C)NC(=O)[C@H](Cc1ccccc1)NC(=O)[C@@H](N)CO)C(=O)N[C@@H](CCCN=C(N)N)C(=O)N[C@@H](CC(N)=O)C(=O)O,2%,5%,7%
O=C(CCc1ccccc1)Nc1ccc(S(=O)(=O)N2CCOCC2)cc1,-3%,-3%,-2%
NCC(=O)N[C@@H](CCCN=C(N)N)C(=O)NCC(=O)N[C@@H](CC(=O)O)C(=O)N[C@@H](CO)C(=O)N1CCC[C@H]1C(=O)O,-3%,-7%,0%
